Screens from PubChem.
Pf growth 48h: P. falciparum growth inhibition at 48 hours (one generation) | P. falciparum luciferase growth in erythrocytes, 48 h | Potency, µM (titrated, usually from 28.7 µM), for inactives: at the top dose activity change, negative = inhibition, usual class: inhibitors | 310,000 compounds, 5.9% hits | AID 504832; note: potency is the fitted concentration of half-maximal effect; % is set by controls: 0 for no effect and ±100 for the full control effect
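Compounds are pin-transferred into medium, infected erythrocytes (2% hematocrit, 0.1% parasitemia final) are added, and plates sit one parasite generation at 37 C in 5% CO2. Detection reagent is then added and luminescence measured.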
AmpC no deterg: blocks E. coli AmpC beta-lactamase in detergent-free assay. P00811. AmpC nitrocefin hydrolysis, absorbance 480 nm, 0.0001% Triton. Potency, µM (top dose mostly 57.1 µM), for inactives: at the highest dose activity change, negative = inhibition, most hits filed as inhibitors. 330,000 compounds, 0.52% hits. AID 485341;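 note: potency is the fitted concentration of half-maximal effect; plate controls were no compound for no effect and no enzyme for full effect; nearly all actives have a fitted effect of over 20% in size; some results filed as inactive show a strong effect at the top dose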
Target sequence (P00811 whole entry, looked up): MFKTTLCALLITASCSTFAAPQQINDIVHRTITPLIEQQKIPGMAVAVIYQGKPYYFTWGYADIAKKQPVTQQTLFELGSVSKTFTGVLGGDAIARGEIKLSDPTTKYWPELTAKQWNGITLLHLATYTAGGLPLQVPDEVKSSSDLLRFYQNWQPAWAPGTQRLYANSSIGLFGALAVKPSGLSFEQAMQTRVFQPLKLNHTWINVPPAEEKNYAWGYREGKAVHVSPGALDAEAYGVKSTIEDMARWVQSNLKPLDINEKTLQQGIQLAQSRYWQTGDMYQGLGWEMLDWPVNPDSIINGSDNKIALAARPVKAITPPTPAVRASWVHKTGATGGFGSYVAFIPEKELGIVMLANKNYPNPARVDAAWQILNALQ
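20 mM phosphate pH 7.0 + 0.01% (detergent screen) or 0.0001% Triton X-100; 5.3 nM AmpC reagent; cpd preinc 15 min RT; nitrocefin (800 uM stock) to start; A480 q20 s × 4 min; Activity was normalised to no-enzyme and no-compound control wells.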
Tb PYK inh: T. brucei pyruvate kinase inhibition; TbPYK enzyme, Kinase-Glo Plus ATP luminescence, 45 min; Q57TT1; Potency, µM (top dose mostly 76.8 µM), without a hit: top-dose activity, negative = inhibition, hits mostly inhibitors; 410,000 compounds, 0.12% hits; note: potency is the fitted concentration of half-maximal effect; % is set by controls: 0 for no effect and ±100 for the full control effect; nearly all actives have a fitted effect of over 50% in size
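In this concentration-response screen, enzyme-free wells defined baseline while DMSO plates tracked drift. Each reaction combined TbPYK, substrate, compound and 130 uM ADP for 45 min at room temperature. Kinase-Glo Plus luminescence gave the signal.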
LmPK inh: blocks Leishmania mexicana pyruvate kinase activity | Q27686 | purified LmPK, Kinase-Glo ATP luminescence, 1 h | Potency, µM (highest dose often 57.5 µM), inactives show top-dose activity change, negative = inhibition, usual class: inhibitors | 290,000 compounds, 0.37% hits; note: potency is the fitted concentration of half-maximal effect; % is set by controls: 0 for no effect and ±100 for the full control effect
Target sequence (Q27686 whole entry, looked up): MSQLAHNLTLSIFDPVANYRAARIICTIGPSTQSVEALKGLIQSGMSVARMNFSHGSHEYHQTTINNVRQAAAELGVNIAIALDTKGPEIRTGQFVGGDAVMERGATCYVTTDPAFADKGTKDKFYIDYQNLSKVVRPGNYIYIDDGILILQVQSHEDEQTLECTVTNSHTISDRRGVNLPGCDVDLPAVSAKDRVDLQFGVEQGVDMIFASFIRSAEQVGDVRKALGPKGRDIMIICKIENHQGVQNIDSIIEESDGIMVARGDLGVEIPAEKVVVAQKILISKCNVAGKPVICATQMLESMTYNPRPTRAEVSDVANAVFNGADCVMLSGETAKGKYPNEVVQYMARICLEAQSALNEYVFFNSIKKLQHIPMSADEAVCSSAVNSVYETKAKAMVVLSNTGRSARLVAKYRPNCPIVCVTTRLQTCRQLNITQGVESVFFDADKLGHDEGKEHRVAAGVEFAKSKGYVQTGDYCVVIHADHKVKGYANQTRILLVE
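Kinase-Glo luminescence read after 1 h RT reaction of 0.1 nM LmPK with 0.5 mM PEP and 0.1 mM ADP. Activity scaled between uninhibited and enzyme-free controls.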
Shiga toxin inh: blocks Shiga toxin action in Vero cells | inhibition, % at 38.7 µM | Vero cells, Shiga toxin protein synthesis inhibition reporter | 290,000 compounds, 9.2% hits; in the data active = inhibition mostly above about 28%, no sharp cut-off; inactive = mostly below about 43%; note: 0% is about no effect
Cycloheximide cs: counter-screen for Shiga toxin inhibitors: cycloheximide protein synthesis inhibition; cell reporter, cycloheximide protein synthesis inhibition counterscreen; max response, %; 300,000 compounds, 12% hits; AID 2314; in the data active = max response mostly above about 13%, no sharp cut-off; inactive = mostly below about 14%; note: read at 38.3 µM for the half of the compounds with a filed dose; 0% is about no effect
Pf growth 96h: inhibits malaria parasite growth, 96 h | 320,000 compounds, 6.9% hits | P. falciparum luciferase reporter growth, 96 h | Potency, µM (highest dose often 28.7 µM), for inactives: at the top dose activity change, negative = inhibition, usual class: inhibitors; note: potency is the fitted concentration of half-maximal effect; % is set by controls: 0 for no effect and ±100 for the full control effect
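Readout is luminescence from an integrated firefly luciferase in P. falciparum. Red cells, 2% hematocrit and 0.05% parasitemia final, were cultured with compound through two parasite generations (96 hours) at 37 C, 5% CO2.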
* hit, by the source's call; ? = inconclusive; / = no result given; & = joins results of further samples; [ ] = another dose, or the depositor's remark. Unless noted, calls come from the whole dose curve; as a rule, active = well fitted curve in the direction sought with a large enough effect; inconclusive = small, poorly fitted or top-dose-only effect, or another doubt; inactive = no such curve, though single readings can be large; an effect the other way counts as inactive or inconclusive. Rows were taken by chance; about 22% have a hit in one of these screens.

SMILES | Pf growth 48h | AmpC no deterg | Tb PYK inh | LmPK inh | Shiga toxin inh | Cycloheximide cs | Pf growth 96h
CC1Cc2ccccc2N1CC(=O)NCc1ccccc1Cl (stereo not given) | -6% | 3% | -8% | 3% | 32 | -1 | 10%
O=C(O)C1CCCCC1C(=O)Nc1ccccc1C(=O)N1CCN(c2ccc(F)cc2)CC1 (stereo not given) | 0% | -18% | -8% | -2% | -4 | 1 | 29%
COC(=O)c1ccc(NC(=O)CCNS(=O)(=O)c2cccc3nonc23)cc1 | -9% | -50% | -5% | -9% | -18 | -1 | -62%
COc1ccc(OCc2cccc(C(=O)Nn3cc([N+](=O)[O-])cn3)c2)cc1 | 131%[activator] | 11% | 1% | -6% | 2 | 5 | 68%[activator]
O=C(N/N=C/C=C/c1ccco1)/C(=C/c1ccccc1)NC(=O)c1ccccc1 | 10% | -41% | -7% | 6% | -5 | -1 | ?
CCOC(=O)C(CCCOc1ccccc1)C(=O)OCC | -14% | 15% | -11% | 7% | 17 | 2 | /
COc1ccc2c(c1OC)C(=O)OC2 | 49%[activator] | -36% | -5% | 1% | -18 | -2 | 88%[activator]
O=C(COC(=O)/C=C/c1ccc(OC(F)F)cc1)NCc1cccs1 | 11% | -14% | -1% | -4% | 10 | 11 | -47%

(more compounds)
SMILES | Pf growth 48h | AmpC no deterg | Tb PYK inh | LmPK inh | Shiga toxin inh | Cycloheximide cs | Pf growth 96h
CC(=O)Nc1cccc(N(C)C)c1 | 2% | -16% | -3% | -2% | 8 | -1 | 390%[activator]
CC(=O)Nc1ccc(S(=O)(=O)NC2(C(F)(F)F)C(=O)Nc3c2c(=O)[nH]c(=O)n3Cc2ccco2)cc1 (stereo not given) | 6% | -10% | -5% | -2% | -2 | -3 | -7%
O=C(NCCc1ccccn1)c1ccc(OC(F)F)cc1 | 311%[activator] | -20% | -3% | -7% | 75* | 25* | 472%[activator]
CC(CN1CCOCC1)OC(=O)c1ccccc1 (stereo not given) | 17% | -1% | 2% | -3% | 3 | -3 | 6%
Cc1ccnc2nc(C(=O)OCCOc3cccc(Br)c3)nn12 | 0% | 21% | -4% | 1% | -4 | -3 | ?
COc1ccc(/C=N/NC(=O)c2ccco2)cc1OCc1ccccc1 | 8.3µM* | -22% | -30% | 0% | 42* | 19* | ?
O=C(Nc1ccno1)Nc1ccc(Cl)cc1Cl | 11% | -27% | 2% | 4% | 6 | 11* | 30%[activator]
O=C(Cn1c2ccccc2c(=O)c2cc([N+](=O)[O-])ccc21)Nc1ccccc1Cl | ? | -39% | -2% | -2% | 19 | 9 | 9.3µM*

(listing goes on)
SMILES | Pf growth 48h | AmpC no deterg | Tb PYK inh | LmPK inh | Shiga toxin inh | Cycloheximide cs | Pf growth 96h
CC(C)(C)C(=O)Nc1ccc(-c2csnn2)cc1 | 79%[activator] | -16% | -13% | 0% | 44* | 50* | 128%[activator]
O=C(CSc1nnc(CNc2ccc(F)cc2)n1Cc1ccccc1)NCc1ccccc1 | ? | 4% | -5% | -2% | -4 | -1 | ?
N#C/C(=C\c1ccc(OCCN2CCOCC2)cc1)C(=O)Nc1ccccc1 | 7% | 23% | -4% | -2% | 17 | 20* | ?
CC(C)[C@H](CN(N=O)[C@@H](Cc1ccccc1)CN(C)N=O)N(CCc1ccccc1)N=O | ? | -2% | -3% | 7% | -13 | -2 | ?
Cc1ccccc1-c1nc(CN2CCC(C(=O)NC3CCCCC3)CC2)c(C)o1 | 9% | -7% | -1% | 1% | -5 | -1 | -44%
Cc1cc(OCCn2cnc3ccccc3c2=O)cc(C(C)C)c1 | 10% | 32% | -9% | -1% | -12 | 7 | 16%
CCCS(=O)(=O)Nc1ccc(-c2ccc3nnc(C)n3n2)cc1 | 43%[activator] | 5% | / | -1%[11.5 µM] | 9 | -2 | 42%[activator]
CC(NS(=O)(=O)c1ccc(Br)cc1)C(=O)NCc1ccc2c(c1)OCO2 (stereo not given) | -15% | -8%[2.29 µM] | 3% | 3% | -2 | -1 | -20%

Looked up by compound from above, 4 records:
SMILES | Pf growth 48h | AmpC no deterg | Tb PYK inh | LmPK inh | Shiga toxin inh | Cycloheximide cs | Pf growth 96h
CC(NS(=O)(=O)c1ccc(Br)cc1)C(=O)NCc1ccc2c(c1)OCO2 (stereo not given) | -15% | -8%[2.29 µM] | 3% | 3% | -2 | -1 | -20%
Cc1ccccc1-c1nc(CN2CCC(C(=O)NC3CCCCC3)CC2)c(C)o1 | 9% | -7% | -1% | 1% | -5 | -1 | -44%
N#C/C(=C\c1ccc(OCCN2CCOCC2)cc1)C(=O)Nc1ccccc1 | 7% | 23% | -4% | -2% | 17 | 20* | ?
O=C(CSc1nnc(CNc2ccc(F)cc2)n1Cc1ccccc1)NCc1ccccc1 | ? | 4% | -5% | -2% | -4 | -1 | ?

Continued:
Molecule,Pf growth 48h,AmpC no deterg,Tb PYK inh,LmPK inh,Shiga toxin inh,Cycloheximide cs,Pf growth 96h
COC(=O)c1sc2nc(CSc3ccc(Br)cc3)[nH]c(=O)c2c1C,-9%,-51%,0%,1%,-6,-2,3%
Cc1c(OCC(=O)OC(C)(C)C)ccc2c3c(c(=O)oc12)CCC3,?,-11%,-5%,4%,-11,-6,-36%
COC(=O)CCN(c1ccccc1)S(=O)(=O)c1cc(-c2cc(C)no2)ccc1OC,?,98%[activator],-2%&-5%,9%,-4,-3,10µM*
O=C(CN1C(=O)NC2(CCCCCC2)C1=O)N1CCN(c2ccc(F)cc2)CC1,?,2%,-7%,/,/,/,11%
Cc1nnsc1NC(=O)OCCCl,90%[activator],-17%,0%,4%,-8,-2,145%[activator]
CC(=O)c1cccc(NC(=O)CSc2ccc(-c3ccc4c(c3)OCO4)nn2)c1,73%[activator],-30%,-5%,-3%,3,8,20%
Cc1ccc(/C=C2\OC(=O)c3ccccc32)cc1,4%,-28%,-2%,-11%,107*,53*,-3%
CCC1=C(OC(=O)N(CC)CC)N2C(=O)OC(=NCCc3c[nH]c4ccccc34)[C@]2(C)[C@H]2C1=CC[C@H]1C(=O)N(CC(=O)OC)C(=O)[C@H]12,9.3µM*,186%[activator],-1%,-1%,-12,8,15µM*
COc1ccccc1N1CCN(C(=O)C2CCCO2)CC1 (stereo not given),14%,-1%,1%,-1%,3,-2,/
CCCC(=O)OCCNc1cc(Sc2nccn2C)c2nonc2c1[N+](=O)[O-],?,-10%,24%,-1%,-5,-5,6%

Additional records
Molecule,Pf growth 48h,AmpC no deterg,Tb PYK inh,LmPK inh,Shiga toxin inh,Cycloheximide cs,Pf growth 96h
COc1cccc(CNC(=O)Cn2cc([N+](=O)[O-])cn2)c1,2%,-7%,0%,-4%,-13,-3,-28%
CCN(CC)CCN(C(=O)c1ccc2ncsc2c1)c1nc2cc3c(cc2s1)OCO3,220%[activator],1%,?,9%,125*,75*,344%[activator]
C/C(=N\NC(=O)c1c[nH]c2ccccc12)c1ccc(C)o1,/,-34%,-2%,-4%,12,3,0.93µM*
COc1ccccc1-c1c(NC(=O)c2ccco2)n(C)c2ccccc2c1=O,-2%,-19%,5%,4%,36*,18*,-2%
CCOC(=O)[C@@H]1[C@H]2COc3ccccc3[C@H]2N2C(=O)N(c3ccc(C)cc3)C(=O)[C@]12C,?,46%,-2%,1%,17,2,?
CC(=O)NC(Cc1cccc(F)c1)C(=O)NC1CCN(c2ncccc2[N+](=O)[O-])CC1 (stereo not given),-20%,43%,4%,-7%,-15,1,32%[activator]
O=C(CCCNS(=O)(=O)c1ccccc1)NCc1ccco1,32%[activator],-10%,/,-2%,-5,-1,16%
COc1cc2c(cc1OC)CN(C(=O)c1ccc(S(=O)(=O)N3CCCCCC3)cc1)CC2,6.6µM*,96%[activator],0%,5%,-5,-1,0.47µM*
Cc1cc(C(=O)CN2C(=O)NC3(CCC(C)CC3)C2=O)c(C)n1C (stereo not given),0%,0%,2%,2%,3,-7,-34%[1.15 µM]
CCOC(=O)/C(=N\Nc1ncnc2ccccc12)c1ccc(C)cc1,170%[activator],44%,0%,-11%,23,18*,407%[activator]

The list goes on (3 carried over from the part before).
Molecule,Pf growth 48h,AmpC no deterg,Tb PYK inh,LmPK inh,Shiga toxin inh,Cycloheximide cs,Pf growth 96h
COc1cc2c(cc1OC)CN(C(=O)c1ccc(S(=O)(=O)N3CCCCCC3)cc1)CC2,6.6µM*,96%[activator],0%,5%,-5,-1,0.47µM*
Cc1cc(C(=O)CN2C(=O)NC3(CCC(C)CC3)C2=O)c(C)n1C (stereo not given),0%,0%,2%,2%,3,-7,-34%[1.15 µM]
CCOC(=O)/C(=N\Nc1ncnc2ccccc12)c1ccc(C)cc1,170%[activator],44%,0%,-11%,23,18*,407%[activator]
CCN1CCc2c(sc(N)c2C#N)C1,?,-24%,-2%,-3%,-3,-1,/
CCOc1cccc(N(C(=O)c2ccco2)C(C(=O)NC2CCCC2)c2cccnc2)c1 (stereo not given),?,10%,3%,1%,-14,-1,33%[activator]
Cc1ccc(CS(=O)(=O)CCC(=O)NCCCN2CCCC2=O)cc1,1%,-19%,4%,0%,-6,12,5%
CCN(CC(=O)Nc1ccc(NC(C)=O)cc1)C(=O)Cc1c(Cl)cccc1Cl,18%,1%,-18%,0%,19,0,10%
Cc1ccc(NC(=O)c2cc(=O)c3ccccc3o2)c(C)c1,76%[activator],-19%,-1%,-4%,-4,2,3%
CCOC(=O)CSC1=C(C#N)C(c2ccc(C)s2)CC(=O)N1 (stereo not given),/,-14%,-10%,-3%,-2,-3,53%[activator]
Cc1cccc(Nc2c([N+](=O)[O-])c(=O)n(C)c3ccccc23)c1,15µM*,-45%,?,3%,-2,-1,10µM*
C=CCN(CC=C)C(=S)NC(=O)c1ccc([N+](=O)[O-])cc1,?,-23%,-11%,6%,-2,4,47%[activator]
CCOCC(=O)N1CCN(c2ccc(F)cc2)CC1,14%,-1%,-8%,-3%,-7,-2,108%[activator]
Clc1ccc(OCc2nnc(-c3ccccc3Br)o2)c(Cl)c1,71%[activator],-25%,-2%,6%,83*,39*,?

(list continues)
Molecule,Pf growth 48h,AmpC no deterg,Tb PYK inh,LmPK inh,Shiga toxin inh,Cycloheximide cs,Pf growth 96h
COc1ccc2c(CC(=O)Nc3ccccc3OC)coc2c1,18%,-18%,-1%,-2%,54,16,69%[activator]
O=C(O)c1cccc(-c2ccc(/C=C3/SC(=Nc4ccccc4)N(Cc4cccnc4)C3=O)o2)c1,-1%[0.00184 µM],-31%,7%,0%,26,6,-6%
Cc1oc(-c2ccc(Cl)cc2)nc1CN1CCCC(C(=O)NCc2ccccn2)C1 (stereo not given),11%,108%[activator],7%,-3%,-2,2,26%
COc1ccc(C2c3cc(OC)c(OC)cc3CCN2C(=O)c2ccccc2Br)cc1OC (stereo not given),12µM*,138%[activator],-3%,1%,-10,-2,?
COc1cc(CN2CCC(C(=O)N3CCC(C)CC3)CC2)cc(Br)c1O,17%,16%,6%,-2%,-14,-2,/
COC(=O)c1ccccc1NC(=O)c1sc(Cl)nc1C,-2%,-7%,-3%,-1%,80*,15*,-7%
